HSP90 inh – HSP90 inhibitors, primary screen, cell lysate, luminescence. actives 0.91% (n = 290,000). Heat shock protein HSP 90 (rabbit reticulocyte lysate; luciferase refolding). Rabbit reticulocyte lysate, luciferase refolding luminescence, 3 h. AID 1789, 2009. inhibition, % at 5.6 µM;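 active = inhibition above the screen-wide mean plus 3 SD, computed separately per campaign, cut at about 16% in these data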;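 note: 0% = DMSO wells and 100% = 60 µM geldanamycin wells; inhibitors lower the luminescence because luciferase stays unfolded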
aSyn UTR inh – MLPCN primary screen, SNCA 5' untranslated region | alpha-synuclein 5'UTR reporter, inhibitor activity | inhibition, % (tested at 7.5 µM) | AID 1813, 2009 | actives 0.82% (n = 300,000); in the data active = inhibition above about 60%; inconclusive = no clear call, values can overlap the other calls;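 note: H4 neuroglioblastoma cells stably carrying SNCA 5'UTR luciferase fusion; 0% = DMSO wells and 100% = positive control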
Platelet DG rel – inhibitors of platelet dense granule secretion, primary screen, cell-based, MLPCN, human platelets | human platelet-rich plasma, SFLLRN dense granule ATP release, luminescence | inhibition, %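 (compounds screened at 7.5 µM in platelet-rich plasma)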 | actives 0.22% (n = 300,000) | AID 1663, 2009;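 active = mean replicate score, as percent of positive control, at or above 50; inconclusive = mean below 50 but at least one replicate at or above 50; inactive = mean and every replicate below 50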
HSF-1 act – HSF-1 activators, primary screen, NIH3T3-HGL cells, MG132 stress, luminescence, single point; NIH3T3-HGL HSF-1 luciferase reporter, 8 h; 100% = twice DMSO control signal; activation, % at 9 µM; actives 1.7% (n = 300,000); AID 504408, 2011;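 active = mean replicate activation of at least 50% with a set share of replicates each reaching 50%; inconclusive = only one of those two conditions met; inactive = mean below 50% and too few replicates reaching it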;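 note: 0% = median of the neutral control wells and 100% = twice that signal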
AI-2 QS modul – Vibrio harveyi AI-2 quorum sensing modulators, primary screen, JMH597 strain, luminescence/OD600 ratio. Vibrio harveyi JMH597 AI-2 luminescence/OD600 ratio, 9 h; hits give low values; strain lacks LuxN and CqsS sensors; 0 = neutral-control median. activity change, % at 7.5 µM. actives 0.4% (n = 300,000). AID 2094, 2009; in the data active = activity change below about -75%, passing the limit was not always enough; inconclusive = no clear call, values can overlap the other calls;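 note: luminescence divided by OD600 gain over 9 h not by final OD600 alone; inactives centre near 13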
SKKanGAS inh – S. pyogenes SKKanGAS growth inhibitors in kanamycin, primary screen, streptokinase expression inhibitor project, SKKanGAS strain, BacTiter-Glo luminescence; 6 h; inhibition, % at 7.5 µM; actives 1.3% (n = 300,000); AID 1662, 2009;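 active = mean replicate score, as percent of positive control median, at least 50; inconclusive = mean below 50 but one replicate at or above 50; inactive = mean and every replicate below 50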;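 note: strain carries kanamycin resistance gene driven by streptokinase promoter and grows in 40 µg/ml kanamycin; loss of luminescence reflects streptokinase promoter inhibition or plain growth inhibition; 0% = median of DMSO wells and 100% = positive control at its reference dose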
HIF activator – HIF pathway transcriptional activators, primary screen, cell-based, U2OS HRE-luciferase, luminescence. U2OS HRE-luciferase reporter; normalized: DMSO 0%, desferrioxamine 100%. activation, % at 7.5 µM (by protocol). actives 0.32% (n = 300,000);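 active = mean activation of at least 10% of the iron chelator positive control signal, with at least half of replicates also reaching 10%; inconclusive = mean and replicate majority disagree about reaching 10%; inactive = mean and most replicates under 10%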
HSF1 inh – HSF1 inhibitors in luciferase reporter cells, primary screen, cell-based, NIH3T3, luminescence. NIH3T3-HGL HSE-luciferase, MG132-induced, luminescence 8 h; hits give low values. activity change, negative = inhibition, % at 7.5 µM (by protocol). actives 0.77% (n = 300,000). AID 2098, 2009;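 active = more than half of replicate wells show activity change below -50%, luminescence cut by over half; inconclusive = some wells, but at most half, below -50%; inactive = no replicate well below -50%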;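 note: luciferase reports HSF-1 transcriptional activity via heat shock element; 0% = median of DMSO wells and -100% = zero luminescence signal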
KLF5 inh – KLF5 expression inhibitors, primary screen, DLD-1 cells, luminescence; inhibition, % at 5 µM; DLD-1 KLF5 promoter-luciferase reporter; AID 1700, 2009; actives 0.23% (n = 290,000);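 active = inhibition above a per-plate limit of that plate's mean compound inhibition plus 3 SD, cut at about 60% in these data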;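 note: 0% = DMSO wells and 100% = LY294002 at 200 µM; higher means less KLF5 promoter-driven luciferase light; inactives centre near -14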
IEC-6 cytotox – cytotoxicity in IEC-6 intestinal epithelial cells, primary screen, cytotoxicity control for KLF5 inhibitor project, cell-based, luminescence; actives 0.78% (n = 290,000); AID 1825, 2009; IEC-6 cytotoxicity, luminescence viability; inhibition, % at 5 µM; in the data active = inhibition above about 22%;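 note: 0% = plate median of test compound wells and 100% = cytotoxic reference compound wells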
* marks the source's active call; other numbers are inactive results; ? = inconclusive; · = not tested or not shown.

SMILES	HSP90 inh	aSyn UTR inh	Platelet DG rel	HSF-1 act	AI-2 QS modul	SKKanGAS inh	HIF activator	HSF1 inh	KLF5 inh	IEC-6 cytotox
COC(=O)C1=C(CS(=O)(=O)c2ccc(Cl)cc2)NC(=O)NC1c1ccc(O)cc1 (configuration not stated)	-6	-7	2	2	21	0	-0.1	-2	13	1
COc1ccc(-c2c(C#N)c(SCC(=O)Nc3ccccc3)nc3c2CCCC3)cc1	1	-11	3	17	29	22	-0.1	6	-34	6
COc1cccc(C2(O)CCN(C(=O)C3CC3)CC2)c1	1	21	-2	-1	16	1	0.0	-2	-12	2
CC(/C=N/n1c(-c2ccco2)n[nH]c1=S)=C\c1ccccc1	1	24	4	7	14	12	1.1	5	-33	-10
CCCNC(=O)CCC(NS(=O)(=O)c1ccc(C)cc1)C(=O)NCCC (configuration not stated)	-2	-21	-2	4	13	21	0.3	2	-32	2
CC(C)(S)[C@@H](N)C(=O)O	-1	·	·	·	26	·	·	·	8	4
O=C(Nc1ccc(N2CCOCC2)c(F)c1)c1cccs1	3	-123	-17	32	19	-1	2.7	22	-146	9
CC(C)CN(CC(C)C)S(=O)(=O)N1CCC(C(=O)NCc2ccccn2)CC1	0	14	1	-11	2	-5	-0.4	-6	-8	3
C/C(=N\NC(=O)C(N)=O)c1ccc(NC(=O)c2cccs2)cc1	4	-140	14	20	26	0	1.8	0	-81	7
O=C(CNS(=O)(=O)c1cccc2nonc12)NCc1ccc(F)cc1	5	-9	0	20	7	-3	0.7	-3	-12	5
CCC(C)NS(=O)(=O)c1ccc(S(=O)(=O)N(CC(=O)Nc2ccccc2)Cc2ccco2)cc1 (configuration not stated)	1	1	-12	44	34	7	-0.2	4	-36	0
COc1ccc(N2CCN(C(=O)CNC(=O)Cn3cnc4sc(C)c(C)c4c3=O)CC2)cc1	-6	0	6	21	7	0	-0.5	0	-15	-2
CCNS(=O)(=O)c1ccc(NC(=O)c2ccccc2)cc1	-2	-11	11	6	24	-2	0.0	-1	-27	-1
COc1cccc(C(=O)c2c[nH]c(C(=O)NCCCN(C)C)c2)c1	0	-8	-2	4	1	0	0.4	6	9	-2
COCCCNS(=O)(=O)c1ccc2c(c1)CCN2C(C)=O	-7	12	-4	-1	21	0	-2.5	-3	-5	-2
COc1ccc(S(=O)(=O)N2C(=O)/C(=C3\SC(N)=NC3=O)c3ccccc32)cc1	2	9	-1	·	11	8	·	·	-7	-7
COCCSc1nnc(NC(=O)c2ccc(OC)c([N+](=O)[O-])c2)s1	1	-18	-5	1	8	8	-0.5	3	6	1
COc1ccc(OC)c(S(=O)(=O)N2CCC(C(=O)Nc3cccc(C)c3)CC2)c1	5	33	12	37	8	-6	·	2	8	0
Cc1cc(C)nc(SC2CCCCC2NS(=O)(=O)c2ccc(Cl)cc2)n1 (configuration not stated)	1	-1	-1	19	-5	2	-0.1	2	14	3
COc1ccccc1C(CNC(=O)C(C)Oc1ccc(Br)cc1)N1CCCC1 (configuration not stated)	·	-1	-10	19	-8	-20	1.8	-1	·	·
COc1cccc(CNC(=O)c2ccc(NC(=O)C3CCCO3)cc2)c1 (configuration not stated)	3	0	0	8	-8	0	0.0	-1	-25	2
COc1ccccc1C1CC(c2ccccc2)Nc2ncnn21 (configuration not stated)	4	3	-16	5	14	-13	0.1	-3	-1	-1
O=C(c1cc2cc(F)ccc2[nH]1)N1CCCC(Nc2ccc(F)cc2)C1 (configuration not stated)	-1	-3	9	18	17	13	-0.2	3	-30	-2
O=C(N/N=C/c1cccc([N+](=O)[O-])c1)c1ccc(CN2CCOCC2)cc1	3	13	5	-19	17	-13	-0.3	-9	-47	3
CCN(CC)CC(=O)Nc1c(C)cc(C(C)(C)C)cc1C	-1	-37	0	8	15	1	0.8	0	-30	2
C=C1CCN([C@@H](C)C(=O)NCc2ccc(OC)cc2)S(=O)(=O)c2ccccc21	·	-1	-2	10	22	3	-0.6	9	·	·
Cc1cc(C(=O)OCC(=O)NCc2ccco2)c(C)n1-c1ccccc1	1	-22	-2	-4	3	2	3.9	-2	12	33*
CCC(=O)Nc1nnc(SCc2cccc(F)c2)s1	1	-19	-1	20	12	-10	-0.1	14	3	10
Cc1ccsc1/C=N/NC(=O)c1sccc1C	2	-167	27	64*	6	0	2.4	31	-29	6
Cc1nc2ccc(NC(=O)c3ccc(F)c(S(=O)(=O)N4CCOCC4)c3)cc2s1	1	7	8	-6	6	-2	-0.1	-3	4	2
COc1ccc(S(=O)(=O)NNC(=O)C(=O)NNc2ccccn2)cc1	2	-7	4	-11	29	5	-0.1	3	-6	5
Cc1ccc(S(=O)(=O)Nc2nc3ccccc3s2)cc1[N+](=O)[O-]	-3	1	3	9	36	6	0.1	4	-52	5
CCOc1ccc(NC(=O)CC(c2ccccc2)c2ccc(F)cc2)cc1 (configuration not stated)	-2	-28	6	3	23	14	-0.1	11	-12	9
CCC(=O)Nc1cc2nn(-c3ccc(C)cc3)nc2cc1C	51*	80*	1	-67	4	-32	-0.3	-62*	-34	-8
CCC(=O)Nc1nnc(-c2ccccn2)o1	2	5	-10	0	30	-1	-21	-2	-31	-5
COc1ccc(C(=O)NC(C)CCc2ccccc2)c(OC)c1 (configuration not stated)	3	7	-6	15	4	-2	0.3	12	-26	3
O=C(COc1ccccc1)NNC(=S)NC(=O)c1ccccc1	-2	-12	-10	-15	13	75*	-0.7	-7	-11	-5
c1csc(-c2nc(NCC3CCCO3)c3ccccc3n2)c1 (configuration not stated)	-3	11	15	-15	12	-5	-0.5	-6	-6	-6
OCCCc1nc2ccccc2n1Cc1ccccc1	1	2	9	10	13	-3	-0.4	0	-7	4
CC(=O)N1CCN(S(=O)(=O)c2c(C)n(C)c(=O)n(C)c2=O)CC1	1	-20	-1	-1	12	-2	-0.2	-7	6	4
Cc1ccc(/C=C2\Oc3cc(OCC(=O)NN)ccc3C2=O)o1	8	-7	9	4	4	4	1.1	-2	-38	0
CC(C)CCN1C(=O)c2ccccc2C1C(=O)NCc1cccnc1 (configuration not stated)	1	-10	-13	-52	15	-10	-0.1	-33	-5	1
Cc1ccc(C(=O)C2CCN(CC(=O)Nc3ccc4c(c3)OCCO4)CC2)cc1	0	-12	3	-17	-3	1	-0.3	-12	2	2
Cc1ccccc1C(=O)N1c2ccccc2OCC1C(C)(C)C (configuration not stated)	4	17	-13	2	14	3	-1.7	-6	-10	-2
CC(C)CNC(=O)CSc1nnc(-c2ccc(Cl)cc2)n1N	0	-11	-4	7	4	-11	0.0	-2	4	1
N/C(=N\c1nc(CSc2ccc(Cl)cc2)cc(=O)[nH]1)Nc1ccccc1C(F)(F)F	-2	12	2	18	13	-8	-1.1	-3	-21	2
CCc1ccc(CNC(=O)C2CCCN(S(=O)(=O)N(CC)c3ccccc3)C2)cc1 (configuration not stated)	1	3	-1	4	-1	-2	0.0	14	-17	-9
CC(C)Oc1ccc(C(CC(=O)O)NC(=O)C2CCCCC2)cc1 (configuration not stated)	-4	14	-5	13	-3	-5	0.0	-1	-36	-2
COc1ccc(NC(=O)CC2SC(=Nc3ccccc3)NC2=O)cc1 (configuration not stated)	-2	12	4	-10	22	-4	-0.3	2	-19	1
CCn1nnnc1SCC(=O)c1ccc2c(c1)OCCO2	0	-137	5	30	20	2	1.1	22	-71	-5
Next section.
SMILES	HSP90 inh	aSyn UTR inh	Platelet DG rel	HSF-1 act	AI-2 QS modul	SKKanGAS inh	HIF activator	HSF1 inh	KLF5 inh	IEC-6 cytotox
COc1ccc(OC)c(NC(=O)CSc2nc(-c3ccccc3)cc(=O)[nH]2)c1	-2	8	0	20	40	15	-6.7	0	-17	1
NC(N)=NC(=S)Nc1ccc(Cl)cc1	-3	-106	2	9	-7	-8	-6.7	5	-65	-4
C=CCn1c(Cn2nnc3ccccc32)nnc1SCC(=O)N/N=C/c1cc(Br)cc(OC)c1O	-2	13	2	40	18	-3	0.0	-1	-40	2
O=C(CC1C(=O)NCCN1Cc1ccc(-c2ccccc2)cc1)NCCCn1ccnc1 (configuration not stated)	0	-6	0	-5	8	0	-0.6	-5	-1	3
CN(C)S(=O)(=O)c1cccc(NC(=O)c2ccncc2)c1	-4	6	3	-26	27	0	-0.1	-12	-20	0
O=C(Nc1ccnn1C1CCN(C(=O)c2cccc(Cl)c2)CC1)C1CCOC1 (configuration not stated)	0	-3	0	-6	32	-4	0.2	-3	-17	8
COc1ccc2c(c1)CCCC21NC(=O)N(CC(N)=O)C1=O (configuration not stated)	0	14	6	-2	24	2	-0.2	0	-22	2
CCn1c(C)nc2cc(C(=O)N/N=C/c3ccc(OC)cc3)ccc21	-3	18	9	14	24	0	0.8	6	-18	-3
COc1ccc(C)cc1NC(=O)CN1CCN(c2ccccn2)CC1	2	29	0	1	10	3	0.3	-4	6	4
O=C(N/N=C/c1ccccn1)c1cc(-c2ccncc2)nc2ccccc12	-6	-13	7	-3	27	-2	-1.4	-10	3	-2
CC1CC(=O)N(CC(=O)Nc2ccccc2F)c2ccccc2S1(=O)=O (configuration not stated)	-6	16	-23	-7	11	-5	-0.1	-1	-3	-6
CC(=O)N1CCC(N(C(=O)Nc2ccc(F)cc2)C2CCCC2)CC1	-1	8	-1	21	7	-5	-0.3	12	-35	0
O=C(/C=C/c1cccs1)Nc1ccncc1	-4	-126	1	16	-8	5	2.5	7	-58	7
CC1(C)C(=O)Nc2ccccc2N1C(=O)CN1C(=O)C(=O)N(C2CCCC2)C1=O	-4	-9	-1	3	16	-6	-0.2	-3	-6	-5
Cc1cc(-c2nnc(CCC(=O)N(C)C(C)c3cccs3)o2)no1 (configuration not stated)	12	-2	8	-18	19	-15	2.2	-4	-8	5
Cc1cc(NC(=O)c2ccc(Cn3nc(C)c(Br)c3C)o2)no1	1	12	5	5	29	7	-0.5	-2	-8	4
CC1=CC(=O)C(C(C)C)=C/C1=N/OS(=O)(=O)c1ccccc1	2	-23	10	83*	?	11	-3.3	53	-15	-1

Two compounds picked at random from those above:
SMILES	HSP90 inh	aSyn UTR inh	Platelet DG rel	HSF-1 act	AI-2 QS modul	SKKanGAS inh	HIF activator	HSF1 inh	KLF5 inh	IEC-6 cytotox
CC1CC(=O)N(CC(=O)Nc2ccccc2F)c2ccccc2S1(=O)=O (configuration not stated)	-6	16	-23	-7	11	-5	-0.1	-1	-3	-6
CC1=CC(=O)C(C(C)C)=C/C1=N/OS(=O)(=O)c1ccccc1	2	-23	10	83*	?	11	-3.3	53	-15	-1
